Assay outcomes (PubChem)
Ba/F3 V617F tox: loss of viability in JAK2V617F-driven Ba/F3 cells | Ba/F3 EpoR-JAK2V617F viability, ATP luminescence | inhibition, % at 5.6 µM | 220,000 compounds, 1.1% hits | AID 1446;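 active = inhibition above the campaign mean plus 3 SD over all tested compounds, cut at about 24% in these data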;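 note: cytokine-independent growth of Ba/F3 cells driven by EpoR plus mutant JAK2; 0% = DMSO-treated cells and 100% = JAK inhibitor I control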
TRPML3 ag: activates the human TRPML3 channel. Q8TDD5. HEK293 TRPML3-YFP, Fluo-8 calcium fluorescence; 100% = the carbachol control signal. activation, % at 3 µM. 220,000 compounds, 0.29% hits. AID 1448;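 active = activation above its plate's cutoff, the mean activation of the plate's test wells plus 3 SD, cut at about 12% in these data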;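 note: 0% = DMSO only wells and 100% = carbachol wells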
Target sequence (Q8TDD5 whole entry, looked up): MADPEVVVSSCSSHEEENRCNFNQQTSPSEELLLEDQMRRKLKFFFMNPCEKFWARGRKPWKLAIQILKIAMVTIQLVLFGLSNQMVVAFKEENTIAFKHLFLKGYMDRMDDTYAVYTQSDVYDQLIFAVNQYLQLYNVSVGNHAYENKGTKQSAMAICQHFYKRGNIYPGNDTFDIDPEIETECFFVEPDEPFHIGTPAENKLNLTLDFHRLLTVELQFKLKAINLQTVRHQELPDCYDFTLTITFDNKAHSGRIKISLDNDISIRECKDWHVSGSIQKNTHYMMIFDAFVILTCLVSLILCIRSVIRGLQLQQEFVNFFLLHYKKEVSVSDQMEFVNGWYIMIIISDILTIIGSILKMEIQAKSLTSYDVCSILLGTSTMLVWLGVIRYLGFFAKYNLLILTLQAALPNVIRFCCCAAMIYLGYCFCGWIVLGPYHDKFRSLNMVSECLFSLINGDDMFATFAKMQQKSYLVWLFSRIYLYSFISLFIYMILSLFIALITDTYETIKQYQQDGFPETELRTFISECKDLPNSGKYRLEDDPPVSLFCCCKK
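system = HEK293 cells stably carrying human TRPML3-YFP | doses = one concentration, 3 µM nominal, 0.3% DMSO | timing = dye loading 1 h 37 °C then 30 min ambient, 125 s read | detection = Fluo-8 calcium dye fluorescence, ex 470-495, em 515-575 nm | benchmarks = high control carbachol 87 µM, low control DMSO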
PPC-1+TRAIL kill: kills PPC-1 cancer cells in the presence of TRAIL. PPC-1 cells + TRAIL, ATPLite viability luminescence. cell killing (% activity), % at 4 µM. 220,000 compounds, 0.41% hits;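 active = cell killing above 50% in the first pass at 4 µM, then a duplicate retest at 5 µM averaging 50% or more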;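 note: plate controls were cells with TRAIL plus DMSO for no effect and medium-only wells lacking cells for full effect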
TRPN1 ag: zebrafish TRPN1 (NompC) channel agonism; HEK293 zebrafish TRPN1-YFP, Fluo-8 calcium fluorescence; 100% = response to 87 µM carbachol; activation, % at 3 µM; 220,000 compounds, 0.18% hits; AID 1424;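 active = activation above its plate's cutoff, the mean activation of test wells on that plate plus 3 SD, cut at about 19% in these data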;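 note: 0% = DMSO alone and 100% = 87 µM carbachol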
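Assay system: Zebrafish TRPN1-YFP in HEK293 cells | Incubation: Dye loading 1 h at 37 °C, then 30 min room temperature | Measured by: Kinetic Fluo-8 fluorescence, ex 470-495, em 515-575 nm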
RBBP9 inh: inhibitors of human serine hydrolase RBBP9 | O75884 | recombinant RBBP9, FP-Rh probe fluorescence polarization | inhibition, % at 7.94 µM | 220,000 compounds, 0.2% hits;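 active = inhibition above the campaign mean of all tested compounds plus 3 SD, cut at about 14% in these data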;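 note: plate controls were DMSO wells with RBBP9 for no effect and wells lacking RBBP9 protein for full effect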
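System: RBBP9 protein | Quantity: 2.5 µM RBBP9 dispensing solution, before mixing | Reagent: FP-Rh probe, 375 nM dispensing solution | Timing: Enzyme-compound preincubation 30 min, then probe labeling 45 min, 25 °C | Measured by: Fluorescence polarization | Read-out: % inhibition | Replication: One well per compound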
Wee1 degr inh: blocks degradation of human Wee1 kinase; P30291; HeLa Luc-Wee1K328M stability, luciferase luminescence; 100% = proteasome inhibitor MG132 effect; reporter increase, % at 5 µM; 220,000 compounds, 1.2% hits; AID 1321;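 active = activation above the mean of all tested compounds plus 3 SD, set per screening run, cut at about 8.8% in these data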;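 note: cells exposed to compound for 20 h before luminescence read; 0% = DMSO alone and 100% = MG132 at 30 µM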
CHOP inhibitor: CHOP inhibition in unfolded protein response. CHO-K1 CHOP-promoter luciferase, tunicamycin-induced, 15-18 h. inhibition, % at 10 µM. 220,000 compounds, 3.8% hits;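 active = compounds that reduced the stress-induced luciferase reporter signal by more than about 70% of percent inhibition, limit read from the data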;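 note: 0% = tunicamycin plus vehicle and 100% = wells without tunicamycin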
TNF death inh: inhibitors of TNF-alpha induced necroptosis in Jurkat FADD-/- cells; Jurkat FADD-/- TNF necroptosis rescue, ATP luminescence, 24 h; 0 = TNF only, 100 = no-TNF cells; activation (protection from cell death), % at 10 µM; 220,000 compounds, 0.068% hits; AID 463075;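 active = activation, meaning protection from cell death, of at least 50% relative to plate controls; inactive = activation below 50%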;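 note: necroptosis triggered by 40 ng/mL TNF-alpha added together with compound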
BaF3 tox: parental Ba/F3 viability inhibition as JAK2V617F counter-screen; CellTiter-Glo ATP luminescence; inhibition, % at 5.6 µM; 220,000 compounds, 1.1% hits; AID 1486;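 active = inhibition above a per-campaign cutoff, the mean inhibition of all tested compounds plus 3 SD, cut at about 27% in these data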;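 note: 0% = DMSO wells and 100% = JAK Inhibitor I control wells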
Numbers without * were called inactive. An excerpt. The share of hits here may be higher or lower than overall.

SMILES	Ba/F3 V617F tox	TRPML3 ag	PPC-1+TRAIL kill	TRPN1 ag	RBBP9 inh	Wee1 degr inh	CHOP inhibitor	TNF death inh	BaF3 tox
Cc1ccc(N2C(=O)NC(=O)C(CCc3ccncc3)(Cc3cccc(Cl)c3Cl)C2=O)cc1 (stereo not drawn)	-1	1.1	13	0.8	-4	0	24	1.6	5
Cc1ccccc1-n1c(C)nc2ccccc2c1=O	6	0.7	-4	4.4	-5	-2	-28	-1.1	14
COc1ccc(C(=O)N/N=C/C23CC[C@@H](O)CC2(O)CC[C@@H]2[C@@H]3CCC3(C)C(C4=CC(=O)OC4)CCC23O)cc1 (stereo partly drawn)	-1	1.5	11	2.3	-1	1	11	-16	3
Cc1ccccc1CN1CCNCC1	0	0.6	11	1.4	-10	-1	0	1.3	0
Cc1[nH]n(-c2ccccc2)c(=O)c1C(c1ccc([N+](=O)[O-])cc1)c1c(C)[nH]n(-c2ccccc2)c1=O	0	0.2	-3	2.5	-2	0	15	13	8

Whole records from above. Screens in order: Ba/F3 V617F tox | TRPML3 ag | PPC-1+TRAIL kill | TRPN1 ag | RBBP9 inh | Wee1 degr inh | CHOP inhibitor | TNF death inh | BaF3 tox
Cc1[nH]n(-c2ccccc2)c(=O)c1C(c1ccc([N+](=O)[O-])cc1)c1c(C)[nH]n(-c2ccccc2)c1=O as listed: 0 | 0.2 | -3 | 2.5 | -2 | 0 | 15 | 13 | 8
COc1ccc(C(=O)N/N=C/C23CC[C@@H](O)CC2(O)CC[C@@H]2[C@@H]3CCC3(C)C(C4=CC(=O)OC4)CCC23O)cc1 (stereo partly drawn) as listed: -1 | 1.5 | 11 | 2.3 | -1 | 1 | 11 | -16 | 3

A section from further up, as a working copy:
SMILES	Ba/F3 V617F tox	TRPML3 ag	PPC-1+TRAIL kill	TRPN1 ag	RBBP9 inh	Wee1 degr inh	CHOP inhibitor	TNF death inh	BaF3 tox
Cc1ccccc1-n1c(C)nc2ccccc2c1=O	6	0.7	-4	4.4	-5	-2	-28	-1.1	14
COc1ccc(C(=O)N/N=C/C23CC[C@@H](O)CC2(O)CC[C@@H]2[C@@H]3CCC3(C)C(C4=CC(=O)OC4)CCC23O)cc1 (stereo partly drawn)	-1	1.5	11	2.3	-1	1	11	-16	3
